High-throughput results from PubChem.
All columns: NCI-60 one-dose screen, growth in % after 48 h at 10 µM unless noted; 100 = growth as untreated, 0 = no growth, -100 = all killed.
HOP-92 – HOP-92 NSCLC cells; 71,000 tested, 6.3% active; AID 1794738
M14 – M14 melanoma; 80,000 tested, 6.2% active
UACC-62 – UACC-62 melanoma | 81,000 tested, 5.4% active | AID 1794756
A549/ATCC – A549/ATCC NSCLC; 81,000 tested, 3.7% active; AID 1794740
UACC-257 – UACC-257 melanoma; 78,000 tested, 4.4% active; AID 1794764
MALME-3M – MALME-3M melanoma | 78,000 tested, 5.8% active
HOP-62 – HOP-62 NSCLC; 80,000 tested, 3.9% active
EKVX – EKVX NSCLC; 71,000 tested, 3% active
* = called active by the depositor; nt = no result given; & = joins results of further samples. The calls were made as follows: active = growth percent below 10; inactive = the rest.

(1) CCCCNC(=O)Oc1ccc(/C(=C(\C)c2ccc(Cl)cc2)c2ccc(OCCN(CC)CC)cc2)cc1
(2) N#CCC(=O)N1CCCC1
(3) COc1cccc(-c2nn(-c3ccccc3)cc2-c2ccnc(NCCCNC(=O)Nc3ccc(F)cc3)c2)c1
(4) CCN(CC)CCOc1nc(-c2ccc(F)cc2)cc(-c2ccco2)n1
(5) O=C(O)CCc1ccc(O)cc1
(6) O=C1c2ccccc2-n2c(noc2=S)[C@@H]2CCCN12
(7) COc1cc(/C=N/NC(=O)c2cnn3c2NC(c2ccccc2)C3)cc(OC)c1OC (stereo not drawn)
(8) C=C1CC[C@@H]2[C@](C)(COC(C)=O)[C@H](OC(C)=O)CC[C@@]2(C)[C@@H]1CC(NCc1ccccc1)C1=CCOC1=O (stereo partly drawn)

compound no.,1,2,3,4,5,6,7,8
HOP-92,67,92,-25*,108,77,80,76,42
M14,23,104,-21*,107,103&101,92,50,42
UACC-62,75,94,11,98,107&92,99,57,39
A549/ATCC,62,98,15,99,105,94,65,49
UACC-257,-1.7*,89,-12*,101,110&109,98,86,33
MALME-3M,65,81,-25*,107,120&96,99,65,77
HOP-62,74,106,7.4*,102,103&99,93,71,89
EKVX,75,128,21,106,114&107,100,nt,54

(9) COC(=O)C(C)NS(=O)(=O)/N=C1\NC(=O)NC1=C(Cl)Cl (stereo not drawn)
(10) N#Cc1cn(-c2ccc(Cl)cc2Cl)c(C(=O)c2ccc(F)cc2)c1N
(11) O=C(O)C1=NN(c2cccc([N+](=O)[O-])c2)C(=O)C1
(12) NS(=O)(=O)c1cccc(C(=O)O)c1
(13) N#CC(NCc1cccc(CNC(C#N)c2ccccc2)c1)c1ccccc1 (stereo not drawn)
(14) CCCCCCCCCCNC(=O)CCl
(15) Nc1nc(Nc2ccccc2SSc2ccccc2Nc2nc(N)nc(-c3ccccc3)n2)nc(-c2ccccc2)n1
(16) N#CC(C#N)c1c(C(F)(F)F)nn(-c2ccccc2)c1-c1ccc(Cl)cc1

compound no.,9,10,11,12,13,14,15,16
HOP-92,107,81,82,106,81,36,70,101
M14,95,97,105,99,101,84,92,103
UACC-62,92,95,97,100,97,74,76,97
A549/ATCC,105,100,102,97,89,94,3.7*,104
UACC-257,100,97,100,97,92,84,108,107
MALME-3M,99,87,106,92,93,88,104,87
HOP-62,111,81,101,83,85,81,17,95
EKVX,104,92,104,96,89,96,47,nt

Molecules listed so far with a Cl atom, in the order listed:
(1) CCCCNC(=O)Oc1ccc(/C(=C(\C)c2ccc(Cl)cc2)c2ccc(OCCN(CC)CC)cc2)cc1
(9) COC(=O)C(C)NS(=O)(=O)/N=C1\NC(=O)NC1=C(Cl)Cl (stereo not drawn)
(10) N#Cc1cn(-c2ccc(Cl)cc2Cl)c(C(=O)c2ccc(F)cc2)c1N
(14) CCCCCCCCCCNC(=O)CCl
(16) N#CC(C#N)c1c(C(F)(F)F)nn(-c2ccccc2)c1-c1ccc(Cl)cc1

compound no.,1,9,10,14,16
HOP-92,67,107,81,36,101
M14,23,95,97,84,103
UACC-62,75,92,95,74,97
A549/ATCC,62,105,100,94,104
UACC-257,-1.7*,100,97,84,107
MALME-3M,65,99,87,88,87
HOP-62,74,111,81,81,95
EKVX,75,104,92,96,nt

The listing picks up, starting 4 compounds before the break.
(13) N#CC(NCc1cccc(CNC(C#N)c2ccccc2)c1)c1ccccc1 (stereo not drawn)
(14) CCCCCCCCCCNC(=O)CCl
(15) Nc1nc(Nc2ccccc2SSc2ccccc2Nc2nc(N)nc(-c3ccccc3)n2)nc(-c2ccccc2)n1
(16) N#CC(C#N)c1c(C(F)(F)F)nn(-c2ccccc2)c1-c1ccc(Cl)cc1
(17) CCOC(=O)c1sc(-c2ccc(OS(=O)(=O)c3cccs3)c(C=O)c2)nc1C
(18) O=NN(CCCl)C(=O)Nc1ccc(S(=O)(=O)c2ccc(NC(=O)N(CCCl)N=O)cc2)cc1
(19) O=C(O)COc1ccc(F)cc1
(20) N#Cc1c(-c2ccc(Cl)cc2)nc2c(C#N)c(Nc3ccccc3)nn2c1N
(21) CCCC(=O)C(CC)C1(C(=O)OC)NC(=S)NC(=O)C1C#N (stereo not drawn)
(22) NC(=O)C1C2C=CC(O2)C1C(=O)O (stereo not drawn)
(23) ClCc1cccc2c(CCl)cccc12
(24) COc1ccc(C(=O)c2ccc3[nH]c(=O)nc(N)c3c2)cc1

compound no.,13,14,15,16,17,18,19,20,21,22,23,24
HOP-92,81,36,70,101,12,82,102,91,101,nt,89,nt
M14,101,84,92,103,-18*,109,109,99,109,116,26,109
UACC-62,97,74,76,97,2.4*,86,102,96,101,109,64,99
A549/ATCC,89,94,3.7*,104,32,90,100,105,107,nt,58,106
UACC-257,92,84,108,107,32,87,102,105,116,94,70,108
MALME-3M,93,88,104,87,-5.3*,106,107,103,109,103,91,113
HOP-62,85,81,17,95,23,108,99,105,102,108,54,119
EKVX,89,96,47,nt,34,nt,103,87,98,nt,82,93

(25) CN1C=CN(Cc2ccc(-c3ccccn3)nc2)[CH-]1.CN1C=CN(Cc2ccc(-c3ccccn3)nc2)[CH-]1.[Au+3]
(26) Cc1ccc(NC(=S)N/N=C/c2c(-c3ccc(S(C)(=O)=O)cc3)nc3ccccn23)cc1
(27) ON=C1CCCCCCC1
(28) CCc1ccccc1-n1c(-c2ccc(OC)cc2)cc(-c2ccc(OC)cc2)c(C#N)c1=O
(29) O=C(N1c2ccccc2Sc2ccccc21)n1ccc2cccnc21
(30) CCCCCc1cc[n+](CC(O)c2ccccc2)cc1 (stereo not drawn)
(31) NNC(=O)Oc1c(Cl)cc(Cl)cc1[N+](=O)[O-]
(32) O=C(N/N=C1/C2C[C@@H]3C1C3C2C(=O)O)c1ccncc1 (stereo partly drawn)

compound no.,25,26,27,28,29,30,31,32
HOP-92,67,79,94,5.5*,nt,82,115,101
M14,36,93,105,100,70,86,101,101
UACC-62,31,79,99,82,48,95,104,99
A549/ATCC,45,88,102,100,76,92,97,79
UACC-257,2.1*,96,101,111,61,105,104,79
MALME-3M,22,90,96,100,75,88,94,101
HOP-62,62,98,115,68,78,67,95,91
EKVX,nt,91,nt,94,79,89,105,107

Single entries from the list.
#28 in A549/ATCC is entered as 100
#27 in UACC-62 is entered as 99

(cont.)
(33) CCCCCCCCCCCCCCSSCCCCCCCCCCCCCC
(34) O=S(c1ccccc1)c1ccccc1
(35) CCN1C(=O)N(CC)C2C1NN=c1s/c(=C\c3cccnc3)c(=O)n12 (stereo not drawn)
(36) Brc1c(-c2ccncc2)nc2sccn12
(37) CC(NCCN)c1ccccc1 (stereo not drawn)
(38) O=S(=O)(NCc1ccccc1)c1ccccc1
(39) Nc1ncnc2c1N=C(c1cccc(Nc3ccncc3)c1)CC(c1ccc(Cl)cc1)N2 (stereo not drawn)
(40) COc1cc(-c2nc3nc4sc(C)c(C)c4c(=O)n3[nH]2)cc(OC)c1OC
(41) C/C=C/C(=O)Nc1ccc(Cl)c(Cl)c1
(42) Nc1ccc2c(c1)C(=O)c1cccc(Cl)c1-2
(43) COC(=O)C1=NN(c2ccccc2)C2C3N(c4ccccc4)N=C(C(=O)OC)N3c3c(C)cccc3N12 (stereo not drawn)

compound no.,33,34,35,36,37,38,39,40,41,42,43
HOP-92,107,84,101,82,89,98,41,71,86,nt,64
M14,105,nt,0.5*,121,100,102,78,78,108,95,106
UACC-62,104,nt,31,90,100,106,83,62,94,100,86
A549/ATCC,96,107,27,104,94,100,61,nt,91,108,111
UACC-257,100,91,68,86,92,nt,48,nt,95,106,105
MALME-3M,103,125,62,129,93,114,76,60,98,99,124
HOP-62,83,108,53,nt,100,107,63,74,99,93,91
EKVX,nt,100,45,100,90,101,68,88,105,117,102
